Screening results (PubChem BioAssay)
FBW7 act: activators of human E3 ligase FBW7; Q969H0; AlphaScreen FBW7–phospho-cyclin E peptide binding, activator screen; normalized activity (activation), % at 26.1 µM; hit rate 0.13% among 650,000; in the data active = normalized activity above about 1.9%;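 also: purified mutant Fbw7 with reduced substrate affinity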
GPR151 activ: activators of human GPR151; AID 1508602; hit rate 1% among 650,000; Q8TDV0; activation, % at 11.2 µM; PathHunter beta-arrestin GPR151 cells, luminescence; in the data active = activation above about 4.9%;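 also: 0% = median of compound wells and 100% = cells with positive control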
Target sequence (Q8TDV0 whole entry, looked up): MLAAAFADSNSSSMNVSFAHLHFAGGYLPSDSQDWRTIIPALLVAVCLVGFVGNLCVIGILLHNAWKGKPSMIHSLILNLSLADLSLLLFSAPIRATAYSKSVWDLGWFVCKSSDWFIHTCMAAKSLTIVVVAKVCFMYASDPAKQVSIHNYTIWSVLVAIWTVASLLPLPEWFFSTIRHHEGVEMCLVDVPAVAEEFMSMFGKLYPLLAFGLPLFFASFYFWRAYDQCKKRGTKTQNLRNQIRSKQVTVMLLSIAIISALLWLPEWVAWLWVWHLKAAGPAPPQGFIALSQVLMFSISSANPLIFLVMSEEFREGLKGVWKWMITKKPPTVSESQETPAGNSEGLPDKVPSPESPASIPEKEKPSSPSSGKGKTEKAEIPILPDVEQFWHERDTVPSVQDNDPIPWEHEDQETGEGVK
TEAD-YAP block: TEAD-YAP interaction inhibition | HEK-TIYL cells, TEAD-Gal4/YAP UAS-luciferase luminescence | inhibition, % at 9.12 µM | hit rate 1.4% among 640,000; in the data active = inhibition above about 32%;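 also: 0% = median of test compound wells and 100% = reference inhibitor wells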
MITF primary: blocks human microphthalmia-associated transcription factor | AlphaScreen MITF homodimerization, bead proximity signal | inhibition, % at 2.6 µM | hit rate 0.91% among 650,000; in the data active = inhibition above about 50%;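 also: 0% = vehicle wells with protein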
Target sequence (O75030 whole entry, looked up): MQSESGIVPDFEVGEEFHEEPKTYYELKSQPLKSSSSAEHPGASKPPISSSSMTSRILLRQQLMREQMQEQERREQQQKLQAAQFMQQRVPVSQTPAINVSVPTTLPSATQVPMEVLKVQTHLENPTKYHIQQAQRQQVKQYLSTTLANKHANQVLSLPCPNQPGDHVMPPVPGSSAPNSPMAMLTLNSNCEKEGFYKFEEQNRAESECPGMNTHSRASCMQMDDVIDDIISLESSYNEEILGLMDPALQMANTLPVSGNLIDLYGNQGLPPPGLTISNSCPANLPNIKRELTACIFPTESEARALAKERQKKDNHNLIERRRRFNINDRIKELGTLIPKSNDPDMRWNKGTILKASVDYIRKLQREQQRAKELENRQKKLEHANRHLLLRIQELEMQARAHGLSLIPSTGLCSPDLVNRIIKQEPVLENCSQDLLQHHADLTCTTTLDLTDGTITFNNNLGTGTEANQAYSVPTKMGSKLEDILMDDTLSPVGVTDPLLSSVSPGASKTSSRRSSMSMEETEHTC
Numbers without * were called inactive; & = joins results of further samples.

Molecule	FBW7 act	GPR151 activ	TEAD-YAP block	MITF primary
COCC(=O)Nc1sc2c(c1C(=O)OC)CCCC2	0.1	-0.7	3	14
COc1cc(/C=C2\N=C(c3ccccc3F)OC2=O)cc(OC)c1OC	0.4	-1.1	4	6
Cc1ccc(C(=O)Nc2ccc(I)cc2F)cc1	0.2	1.4	-72	0
Cc1cc(C)nc(NC(=O)c2ccc(C)c(C)c2)c1	0.0	-3.7	-46	15
COc1ccc(Br)cc1C1SCC(=O)N1c1ccc(C)c(Cl)c1 (stereo not given)	-0.2	-0.9	-12	-28
CSc1ccc(NC(=O)N[C@H]2C[C@H]3C(=O)N[C@@H](C)C(=O)N3C2)cc1	-0.1	-0.4	5	-2
CCOc1cc(C2C(C(=O)OCc3ccccc3)=C(C)NC3=C2C(=O)CC(c2ccc(OC)cc2)C3)ccc1O (stereo not given)	0.0	-0.6	12	2
O=C(NCC1(O)CCCC1)C1CC(=O)N(c2ccccc2)C1 (stereo not given)	0.0	-0.5	5	7
O=C(Cc1cccs1)OCc1nc2ccccc2s1	0.0	-0.2	-12	0
CN1CCN(C2=Nc3ccccc3Oc3ccc(Cl)cc32)CC1	-0.1&-0.1&-0.2&-0.2	1.1&-1.8&1.3&-0.5	6&5&-13	3&10&-19&3
Cc1ccccc1CN1CCCC(c2nc3ccccc3[nH]2)C1 (stereo not given)	0.1	0.0	3	6
Cc1nc(N(C)c2ccc(C(C)C)cc2)c2c(C)c(C(=O)N3CCN(c4ccccc4F)CC3)sc2n1	0.3	-0.6	-4	-22
O=C(c1ccncc1)N1CCSC1c1ccccc1 (stereo not given)	0.1	2.0	1	-8
COc1ccc(C(=O)CSc2nnc(-c3ccc([N+](=O)[O-])cc3)o2)cc1	0.1	-0.6	-5	25
COc1ccc(S(=O)(=O)Nc2cccc(C(=O)O)c2)cc1C(=O)NC1CCCCC1	0.0	3.2	6	-4

Next records follow.
Molecule	FBW7 act	GPR151 activ	TEAD-YAP block	MITF primary
NC(=O)C1CCN(c2ncnc3sc(-c4ccccc4)cc23)CC1	0.3	-1.0	-7	-8
CCCCNC(=O)c1sc2ncn(CC(=O)N3CCC(C)CC3)c(=O)c2c1C	0.1	-0.3	2	2
O=C1C(=O)N(c2ncccn2)C(c2ccc([N+](=O)[O-])cc2)/C1=C(\O)c1ccc(F)cc1 (stereo not given)	0.5	0.8	18	25
CC1(C(=O)OCC(=O)c2ccc(Br)cc2)CCC(C(=O)OCC(=O)c2ccc(Br)cc2)C1(C)C (stereo not given)	0.0	-0.2	1	0
c1ccc(CNc2nc(Nc3cccnc3)nc3nc[nH]c23)cc1	0.0	3.4	15	-9
CCCN(CCO)c1ccc(N2C(=O)c3ccc(C(=O)O)cc3C2=O)cc1[N+](=O)[O-]	0.0	-0.5	2	7
CC1=C(C(=O)OCC2CCCCC2)C(c2ccc(Br)cc2)NC(=O)N1 (stereo not given)	0.0	0.5	4	13
COc1ccc(C2=Nc3ccccc3N=C(c3cc(OC)ccc3O)C2)cc1	0.0	-1.3	-27	17
FC(F)(F)c1ccc(Cn2cnc3c(Nc4ccccc4)nc(N4CCN(c5ccccn5)CC4)nc32)cc1	-0.1	-0.4	8	0
O=C(N/N=C/c1cc(Br)cc(Br)c1O)c1ccco1	0.0	0.5	9	12
COc1cc(S(=O)(=O)NCc2ccccc2)ccc1Br	0.0	-1.5	-5	-5
N#CCc1ccc(NC(=O)Nc2cccc(Cl)c2)cc1	0.0	0.7	-41	-11
CCC(C)NC(=O)CN(c1cccc(C(F)(F)F)c1)S(C)(=O)=O (stereo not given)	0.2	0.0	3	-3
C=CCS(=O)C[C@H](N)C(=O)O (stereo not given in full)	-0.1	-0.5	-1	10
c1ccc(-n2cnc3c(NCCN4CCOCC4)nc(Nc4cnccn4)nc32)cc1	0.3	-1.2	48*	13

Continued:
Molecule	FBW7 act	GPR151 activ	TEAD-YAP block	MITF primary
O=C1NC(=S)N/C1=C/c1cccc(Cl)c1	0.6	0.4	-7	-2
COc1cccc(C(=O)/C=C/Nc2cc(OC)ccc2OC)c1	0.0	0.9	-42	9
CCc1ccc(NC(=O)CSc2ccc3nc(-c4ccccc4)cn3n2)cc1	0.1	-2.8	-31	20
CCn1c(/C=C2/C(=O)N(C)c3ccc(Br)cc32)nc2ccccc2c1=O	0.0	-0.3	-6	2
O/N=C1\CC/C(=N\O)c2nn(-c3ccccc3Cl)nc21	0.1	-0.7	5	23
COc1ccccc1NC(=O)c1ccc[n+](C)c1	1.0	-1.0	4	11
O=C(CSc1nnc(Nc2ccccc2)s1)c1ccc2c(c1)OCCO2	-0.2	-2.2	-4	-5
O=c1/c(=C\c2cccc(Br)c2)sc2nc3ccccc3n12	0.0	-0.6	3	17
Cc1ccc2occ(CN3CCc4c(nc(N5CCCC(C)C5)[nH]c4=O)C3)c(=O)c2c1 (stereo not given)	0.0	-0.9	13	10
O=C(CC1Nc2c3ccccc3nc(=S)n2C1=O)NCCc1ccccc1 (stereo not given)	0.5	0.2	20	14
COc1ccc(-c2noc(N3CCN(Cc4ccccc4)CC3)n2)cc1OC	0.0	-1.0	-9	-11
CC(=O)c1cccc(-c2ncc(C(=O)NC3CC3)s2)c1	0.3	-3.9	-29	9
Cc1c(C(=O)NC(=S)Nc2nc3ccccc3s2)oc2ccccc12	0.0	-1.3	-53	7
CC(C)N1C(=O)/C(=C/c2ccc(N(C)C)cc2)SC1=S	0.0	-1.9	-1	-2
CCOCCCNc1nc2ccccc2c2nc(-c3ccccc3)nn12	-0.1	-0.1	8	2

Filtered by structure: those above with a thiophene ring, fused or not (5)
Molecule	FBW7 act	GPR151 activ	TEAD-YAP block	MITF primary
COCC(=O)Nc1sc2c(c1C(=O)OC)CCCC2	0.1	-0.7	3	14
O=C(Cc1cccs1)OCc1nc2ccccc2s1	0.0	-0.2	-12	0
Cc1nc(N(C)c2ccc(C(C)C)cc2)c2c(C)c(C(=O)N3CCN(c4ccccc4F)CC3)sc2n1	0.3	-0.6	-4	-22
NC(=O)C1CCN(c2ncnc3sc(-c4ccccc4)cc23)CC1	0.3	-1.0	-7	-8
CCCCNC(=O)c1sc2ncn(CC(=O)N3CCC(C)CC3)c(=O)c2c1C	0.1	-0.3	2	2

The list continues:
Molecule	FBW7 act	GPR151 activ	TEAD-YAP block	MITF primary
CSc1ccc(Cn2cccc2C2=NCCO2)cc1	-0.1	0.0	7	10
Cc1cc(C)c(Cc2c(C)nc3c(C(=O)NC4CCCc5ccccc54)cnn3c2C)c(C)c1 (stereo not given)	-0.1	0.6	7	-5
COc1ccc2cc(S(=O)(=O)NCC3CCCO3)ccc2c1 (stereo not given)	0.3	3.9	-7	-1
Cc1ccc(-n2cc(CN3CCN4C(=O)[C@H](Cc5ccc(O)cc5)NC(=O)[C@H]4C3)cn2)cc1	-0.3	-0.9	-3	4
O=C1N[C@@H](Cc2c[nH]c3ccccc23)C(=O)N2C[C@@H](NCc3ccc(Cl)cc3)C[C@@H]12	0.0	-1.2	2	-15
CCOc1ccc(C(=O)Nc2ccc3nn(-c4ccccc4)nc3c2)cc1Cl	0.0	0.0	-2	3
CCOc1ccc(CNc2nc3ccccc3n2CC)cc1	-0.1	0.7	-14	-10
CCc1cccc(CC)c1NC(=O)CSc1nc2ccc(NC(=O)c3cccc4ccccc34)cc2s1	0.1	-0.7	-1	9
COCCCNC(=S)NCCNc1nc2c(C)cc(C)cc2cc1C#N	-0.1	0.4	-2	30
O=S(=O)(NCc1ccccc1)c1ccc2[nH]c3nc4nc(-c5ccc(Br)cc5)cn4nc3c2c1	-0.1	-0.7	11	40
Cc1sc2nc(C)n(/N=C/c3cc(Br)ccc3O)c(=O)c2c1C	-0.2	0.2	-3	-8
Cc1ccc(-c2nc3cccnc3s2)cc1NS(=O)(=O)c1ccc(Cl)cc1	0.0	1.5	-28	-6
Cc1c(Cl)cccc1NC(=O)CN(C1CCCCC1)S(C)(=O)=O	0.1	-0.6	9	5
COc1ccc(-c2cc(C(F)(F)F)n3nc(C(=O)Nc4ccc(F)cc4F)c(Cl)c3n2)cc1OC	-0.3	-0.2	-3	-10
CCOC(=O)C1=CN(Cc2ccc(OC)c(OC)c2)C=C(C(=O)OCC)C1c1ccc(Cl)c([N+](=O)[O-])c1	-0.5	0.9	-9	6

More records follow.
Molecule	FBW7 act	GPR151 activ	TEAD-YAP block	MITF primary
COc1ccc(-c2nc(Nc3ccccc3)c3ncn(CCN4CCCC4=O)c3n2)cc1	0.0	0.4	-3	-3
CCc1nnc(NC(=O)Cc2cccc3ccccc23)s1	-0.1	1.3	1	10
COc1ccccc1-c1cc2nc(C)c(CCC(=O)NCCN3CCCC3)c(C)n2n1	-0.2	0.3	7	16
COc1ccccc1/C=C/CN1CCN(C2CCCC2)C(CCO)C1 (stereo not given)	0.0	-0.9	2	-7
CCC[C@@H]1NC(=O)[C@H]2CN(Cc3ccc(Cl)cc3)CCN2C1=O	0.3	-1.9	5	13
CCOC(=O)c1c(NC(=O)C(C)Sc2nnc(CNC(=O)c3ccco3)n2-c2cc(C)ccc2C)sc2c1CCCCC2 (stereo not given)	0.1	-0.2	0	-15
COc1ccccc1NC(=O)[C@H]1O[C@@H]2OC(C)(C)O[C@@H]2[C@H]2OC(C)(C)O[C@H]21	0.0	6.9*	8	-5
Cn1c(N)c(S(=O)(=O)N2CCc3ccccc32)c(=O)n(C)c1=O	0.4	-0.9	5	-6
O=C(CCc1nnc(-c2ccc(-c3ccccc3)cc2)o1)NC1CCOCC1	-0.1	-0.6	-5	-14
O=C(NCCOc1ccccc1)c1csc(Nc2ccc3ncccc3c2)n1	0.1	0.3	10	5
COc1cc(NS(=O)(=O)c2ccc(NC(C)=O)cc2)c(OC)cc1Cl	-0.1	0.0	52*	6
O=C(NNC(=O)c1ccccc1C(=O)O)c1cccc(Br)c1	0.4	-1.8	-5	21
CCOCCOC(=O)C1=C(C)NC2=C(C(=O)CC(c3ccc(Cl)cc3)C2)C1c1cccc(OC)c1OC (stereo not given)	0.3	0.6	10	9
COc1ccc(C(=O)NCCN2CCN(C(=O)c3ccc(OC)c(OC)c3)CC2)cc1OC	-0.1	-1.4	-7	-2
COc1ccccc1-c1ccc2c(c1)C(C)(Cc1cccc(C(N)=O)c1)C(=O)N2 (stereo not given)	0.0	0.6	-23	20

The list goes on.
Molecule	FBW7 act	GPR151 activ	TEAD-YAP block	MITF primary
Cn1c(C(=O)N2CCCC(C(=O)NCc3ccc(F)cc3)C2)cc2sccc21 (stereo not given)	0.1	-0.1	13	13
Cc1ccsc1S(=O)(=O)N1CCCC(CCC(=O)NCc2ccccc2F)C1 (stereo not given)	-0.1	0.4	-5	7
OCCC1CN(Cc2cccc3nonc23)CCN1Cc1ccc(F)c(F)c1 (stereo not given)	-0.1	1.2	-7	-1
O=C(Nc1nc2ccccc2c2nc3ccccc3n12)c1ccc(Cl)cc1	1.1	-1.0	-5	9
O=[N+]([O-])c1ccc(Cl)cc1NCCOc1ccc(F)cc1	-0.1	-1.2	-5	18
O=C(Cc1cc(=O)[nH][nH]1)N/N=C/c1ccccc1Br	0.0	0.4	8	11
CC(=O)Nc1ccc(NC(=O)CSc2nnc3c(n2)[nH]c2ccc(C)cc23)cc1	-0.1	1.0	3	4
O=C(NCc1ccc([N+](=O)[O-])cc1)c1ccco1	0.2	0.7	3	3
COc1ccc(S(=O)(=O)n2nc(OC(=O)c3ccc(C(C)(C)C)cc3)cc2N)cc1	-0.1	-1.4	0	-38
O=C(N/C(=C/c1ccccc1)C(=O)N1CCCCC1)c1ccc([N+](=O)[O-])cc1	0.2	-1.0	15	8
COc1ccc(/C=C2\C(=O)NC(=O)N(c3ccc(Br)cc3)C2=O)c(OC)c1	-0.1	7.3*	-6	-2
COc1ccc(Cl)cc1NC(=O)C=C(C)C	0.2	0.1	0	-2

Of the compounds above, these have a furan ring, fused or not.
Molecule	FBW7 act	GPR151 activ	TEAD-YAP block	MITF primary
O=C(N/N=C/c1cc(Br)cc(Br)c1O)c1ccco1	0.0	0.5	9	12
Cc1c(C(=O)NC(=S)Nc2nc3ccccc3s2)oc2ccccc12	0.0	-1.3	-53	7
CCOC(=O)c1c(NC(=O)C(C)Sc2nnc(CNC(=O)c3ccco3)n2-c2cc(C)ccc2C)sc2c1CCCCC2 (stereo not given)	0.1	-0.2	0	-15
O=C(NCc1ccc([N+](=O)[O-])cc1)c1ccco1	0.2	0.7	3	3
